# CHRM1 agonist = activates human CHRM1 receptor. actives 0.33% (n = 360,000). P11229. AID 588814. CHO-K1 hM1, Fluo-8 calcium fluorescence, agonist mode; 0% DMSO, 100% acetylcholine EC100. activation, % at 3 µM;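 active = activation above the run's mean compound activation plus 3 SD, cut at about 16% in these data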;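 also: peak over basal fluorescence ratio within a 140 s kinetic read after compound addition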
# CHO-K1 Ca antag = counter-screen for M1 antagonists: effect in parental CHO-K1 cells. ATP-induced calcium, Fluo-8 fluorescence. inhibition, % at 3 µM. actives 0.6% (n = 360,000);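 active = inhibition above a per-plate cutoff, the plate's mean sample inhibition plus 3 SD, cut at about 24% in these data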;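 also: 0% = DMSO plus EC80 ATP and 100% = DMSO alone without ATP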
# CHO parental Ca = signal in parental CHO cells, OX1R antagonist counter-screen; parental CHO-K1, ATP-induced calcium, Fluo-8 fluorescence; inhibition, % at 5.6 µM; actives 0.63% (n = 330,000); AID 463079;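 active = inhibition above that plate's mean sample inhibition plus 3 SD, cut at about 26% in these data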;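 also: 0% = ATP-challenged DMSO wells and 100% = DMSO wells without ATP; some compounds past the cut are filed as inactive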
#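 test system = CHO parental line | reagent = ATP stimulus | measured by = intracellular calcium via Fluo-8 no-wash fluorescent dye | control set = ATP and no-ATP DMSO wells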
# TAAR1 ag = human TAAR1 agonism; AID 624467; actives 0.99% (n = 360,000); Q96RJ0; CHO RD-HGA16 TAAR1, Fluo-8 calcium fluorescence; vehicle wells 0%, saturating PEA agonist 100%; activation, % at 3 µM;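 active = activation above the mean activation of all test compounds in the run plus 3 SD, cut at about 38% in these data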
#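 Benchmarks: low control DMSO, high control PEA (EC100); System: CHO RD-HGA16 cells carrying human TAAR1 plus Gα16; Detection: Fluo-8 fluorescence, 5 s baseline then 140 s kinetic read; Schedule: 17-24 h plating, Fluo-8 75 min 37 °C, 30 min RT; Read-out basis: % activation from peak over basal fluorescence ratio, DMSO-to-PEA scaled.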
# M1 PAM parental = counter-screen for M1 PAMs: effect in parental CHO-K1 cells; actives 0.02% (n = 360,000); AID 602247; ATP EC20, Fluo-8 calcium fluorescence; 0% at ATP EC20, 100% at ATP max; activation, % at 3 µM;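 active = activation above the run cutoff, the mean activation of all test compounds plus 3 SD, cut at about 40% in these data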;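 also: peak over basal fluorescence ratio in a 140 s read after ATP addition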
# OXTR potentiator = potentiates the human oxytocin receptor response | activation, % at 3 µM | actives 0.061% (n = 320,000) | P30559 | AID 2445 | CHO-OTR cells, Fluo-8 calcium fluorescence, potentiator mode; 0% = oxytocin EC15, 100% = EC100;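 active = activation above that plate's cutoff, the mean activation of tested compounds plus 3 SD, cut at about 6.6% in these data, passing the limit was not always enough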;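 also: 100% uses oxytocin at 75 nM as the full agonist control; some results filed as inactive read as strong as hits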
# Target sequence (P30559 whole entry, looked up): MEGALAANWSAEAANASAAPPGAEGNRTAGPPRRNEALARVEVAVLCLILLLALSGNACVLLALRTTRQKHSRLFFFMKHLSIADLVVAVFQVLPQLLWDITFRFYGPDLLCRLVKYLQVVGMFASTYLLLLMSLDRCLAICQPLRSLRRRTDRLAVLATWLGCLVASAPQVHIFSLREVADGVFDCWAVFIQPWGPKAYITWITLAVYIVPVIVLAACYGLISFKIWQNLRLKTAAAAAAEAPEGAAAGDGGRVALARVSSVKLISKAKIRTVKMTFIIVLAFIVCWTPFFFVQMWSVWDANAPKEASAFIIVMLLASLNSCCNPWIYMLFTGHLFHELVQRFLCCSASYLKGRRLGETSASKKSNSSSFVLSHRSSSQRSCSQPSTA
#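 System: human OTR in CHO cells / Also added: sub-maximal oxytocin, roughly EC15 / Control set: EC15 oxytocin low, 75 nM oxytocin high / Schedule: 6 min compound pre-incubation at room temperature, 100 s kinetic read / Compound: single-point 3.0 µM / Replication: singlicate / Technique: Fluo-8 calcium dye fluorescence / Read-out basis: % activation of max/min ratio relative to oxytocin controls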
# M1 ag parental = M1 agonist counterscreen hit in parental CHO-K1 cells. Fluo-8 calcium fluorescence; scaled to maximal ATP response, vehicle zero. activation, % at 3 µM. actives 0.48% (n = 360,000). AID 602248; in the data active = activation above about 15%;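 also: untransfected CHO-K1 host cells lacking M1 receptor as counterscreen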
# TAAR1 antagonist = antagonists of human TAAR1; CHO RD-HGA16 TAAR1, Fluo-8 calcium fluorescence, antagonist; inhibition, % at 3 µM; actives 1.5% (n = 360,000); AID 624466;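 active = inhibition above a per-plate cutoff, the mean inhibition of test compounds on that plate plus 3 SD, cut at about 49% in these data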;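 also: 0% = DMSO plus EC80 beta-PEA response and 100% = DMSO alone without agonist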
#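 Assay system: CHO-derived RD-HGA16 cells stably expressing human TAAR1 plus Gα16. Timing: 140 s kinetic read after compound, 140 s after agonist. Technique: kinetic Fluo-8 calcium fluorescence measurement. Measure: % inhibition of agonist calcium response.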
# V1R ag counter = activates human V1a receptor in oxytocin agonist counter-screen; CHO-V1R cells, Fluo-8 calcium fluorescence, agonist mode; 0% DMSO, 100% 3 nM vasopressin; actives 0.25% (n = 320,000); activation, % at 3 µM; AID 2797;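 active = activation above the mean activation of all tested compounds plus 3 SD, per screening run, cut at about 20% in these data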;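 also: signal is peak over basal fluorescence ratio across a 100 second FLIPR read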
# Target sequence (P37288 whole entry, looked up): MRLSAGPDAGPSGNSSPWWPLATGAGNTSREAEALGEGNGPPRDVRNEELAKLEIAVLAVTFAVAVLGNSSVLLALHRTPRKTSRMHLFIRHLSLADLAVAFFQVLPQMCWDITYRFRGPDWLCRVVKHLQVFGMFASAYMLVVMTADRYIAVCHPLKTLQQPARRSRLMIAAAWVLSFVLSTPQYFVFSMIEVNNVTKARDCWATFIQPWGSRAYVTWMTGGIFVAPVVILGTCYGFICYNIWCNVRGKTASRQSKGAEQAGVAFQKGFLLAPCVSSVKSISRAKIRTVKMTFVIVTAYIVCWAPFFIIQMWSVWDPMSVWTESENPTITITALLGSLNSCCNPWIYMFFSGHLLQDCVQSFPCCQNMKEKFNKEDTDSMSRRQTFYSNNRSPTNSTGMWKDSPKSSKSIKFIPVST
# Active calls of the source: *; nt = not tested or not shown.
SMILES,CHRM1 agonist,CHO-K1 Ca antag,CHO parental Ca,TAAR1 ag,M1 PAM parental,OXTR potentiator,M1 ag parental,TAAR1 antagonist,V1R ag counter
O=C(Nc1ccc2c(c1)OCO2)c1cc(C2CCCCN2C(=O)CCc2ccccc2)on1 (centres undefined),-5,-3,nt,5,22,nt,5.8,1,nt
O=C(NCc1ccccn1)C1CC(c2ccccc2O)=NO1 (centres undefined),-7,-8,-5,4,10,-8,1.3,13,1.1
O=C(Nc1ccc(F)cc1)c1nc[nH]c1C(=O)O,1,-7,0,0,4,-15,0.3,7,0.3
Cc1cc(C)c(NC(=O)/C=C\C(=O)O)c(Cl)c1,-3,2,-4,2,-3,-3,0.1,-7,0.3
CC(Sc1ccc(Cl)cc1)C(=O)NCc1ccc2c(c1)OCO2 (centres undefined),-5,1,-1,14,2,9.4*,-0.2,6,-0.5
COc1ccc(C)cc1NC(=O)Nc1ccc(C(=O)N2CCCC2)cc1,3,-8,13,0,16,-3,0.1,-27,-0.6
O=C(c1ccc2c(c1)N(Cc1ccccc1)CCS2)N1CCOCC1,-3,-5,-17,3,-1,-7,2.8,4,-0.6
O=C1CC(c2ccccc2)c2cccc(F)c21 (centres undefined),-5,-4,-3,2,-1,-11,-0.1,-12,-1.0
CCNc1ccc(C(=O)OCC)cc1NC(=O)c1cccc(S(=O)(=O)N2CCOCC2)c1,-8,-12,-18,-1,18,-4,-0.2,-4,5.8
Cn1c(=O)c2c(nc(C(O)c3ccccc3)n2C)n(C)c1=O (centres undefined),-1,-8,nt,0,1,nt,1.1,8,nt
CN(C)S(=O)(=O)c1cccc(NC(=O)NCCCl)c1,-2,-15,-9,2,-1,-4,-0.1,-12,-0.5
CCOC(=O)c1nc(Nc2ccccc2CC)c2ccccc2n1,-3,-9,-23,0,9,-12,2.0,1,6.7
Cc1cc(C)nc(SCc2nnc(SCC(=O)Nc3nc(-c4ccccc4)cs3)n2-c2ccccc2)n1,-5,-2,-24,4,2,-14,0.5,-24,0.6
CC(C)Cc1ccc(C(=O)NCCOc2ccccc2)o1,-4,-11,-14,6,-5,-3,-0.8,-15,-1.0
Cc1ccc(Oc2ncccc2C(=O)NCC(=O)O)cc1,-3,-3,-2,12,7,-6,0.6,-28,0.9
O=C(Nc1ccc(-n2cnnn2)cc1)C1CCCCC1,-5,-3,-2,2,13,-11,0.3,-6,1.6
O=C(NCCN1CCOCC1)c1ccc(S(=O)(=O)Nc2ccccc2)cc1,1,-8,0,8,6,-4,0.6,-11,1.0
COc1ccccc1NC1C=CS(=O)(=O)C1 (centres undefined),-4,-5,-2,20,22,4,-0.2,8,1.4
CC(=O)N=c1sc(S(N)(=O)=O)nn1C,0,-13,-8,0,28,-1,0.1,-20,1.4
CC(C)OP(C)(=O)CN1CCN(CP(C)(=O)OC(C)C)CC1 (centres undefined),-4,-24,-2,-3,21,-1,1.0,-4,0.1
Cc1ccc(NC(=O)C2CCCO2)cc1[N+](=O)[O-] (centres undefined),-7,-2,0,1,22,-8,0.2,-16,-1.1
COc1ccc(Nc2nc(N3CCCC3)nc3ccccc23)c(OC)c1,-9,-7,-7,-2,12,1,0.4,0,-0.5
Nc1nc(-c2ccc(Cl)cc2)c(S(=O)(=O)c2ccccc2)s1,-5,3,-16,-3,8,-9,0.0,-15,1.0
CC1CCN(c2nc3ccc(C(=O)O)cc3s2)CC1,-3,-6,-10,4,20,7,0.0,3,-0.4
CC1(C(=O)NCc2cccs2)CCN1C(=O)Cc1cccc2ccccc12 (centres undefined),-5,-8,nt,1,27,nt,2.6,-8,nt
CCNC(=O)C1(C)CCN1C(=O)CCc1cccc(Cl)c1 (centres undefined),-1,1,nt,1,8,nt,0.7,-24,nt
COc1ccc(NC(=O)C(C/C=C(/C)Cl)C(C)=O)cc1 (centres undefined),-6,-8,-22,11,11,-8,-0.5,17,-0.8
Cc1cccc(OCCn2nnc3ccccc32)c1C,1,4,-10,0,7,-16,3.8,18,4.0
O=S(=O)(c1ccc(S(=O)(=O)N2CCCN(Cc3ccccc3)C2)cc1)N1CCCCCC1,-8,-38,-17,9,10,4,1.8,4,-0.3
CS(=O)(=O)c1ccc(Cl)c(NC(=O)CSc2n[nH]c(-c3cccs3)n2)c1,-2,0,-14,1,9,-4,0.3,3,1.3
Cn1nnnc1SCC(=O)NNC(=O)c1ccc(F)cc1,-1,23,3,3,-4,-9,0.2,7,1.5
CCOC(=O)c1c(C)c(C(=O)NCc2cccs2)c(C)n1C,-4,-2,-5,9,-8,3,0.5,1,0.1
COc1ccccc1CNS(=O)(=O)CCNC1CCCCC1,-7,-15,nt,5,26,nt,0.4,-13,nt
O=C(Oc1ccc(N2C(=O)CCC2=O)cc1)c1ccco1,4,4,-7,2,7,-6,0.5,7,0.9
O=C(Cn1cnc2ccccc21)c1ccc(Br)cc1,-3,3,-16,0,14,-8,1.2,-6,1.7
C[C@@H](NC(=O)[C@@H]1Cc2ccccc2CN1)C(=O)NCc1ccco1,-4,-12,-24,4,23,3,3.9,-16,0.8
Cc1ccc(-c2nc(NCc3ccco3)n(S(C)(=O)=O)n2)cc1,-10,-12,-2,1,28,0,1.8,-6,0.3
CC1(C)CC(=O)C/C(=N\NC(=O)C2CC2c2ccccc2)C1 (centres undefined),-4,-17,-24,8,19,-26,3.5,-3,0.1
Cc1ccc(Cn2nnc3c(=O)[nH]c(C4CCN(S(=O)(=O)Cc5ccccc5)CC4)nc32)cc1,-5,-13,-1,0,8,-13,0.9,-16,-1.0
CCOC(=O)/C=C/C(=O)OCC(=O)Nc1ccc(OC)c(Cl)c1,-8,-11,-20,5,25,-5,1.1,-4,0.1
CCN1CCN(c2cc(C)c3cc(NC(=S)N4CCC5(CC4)OCCO5)ccc3n2)CC1,-6,-14,-6,2,9,2,-0.1,-17,0.5
Brc1cccc(OCCN2CCOCC2)c1,-2,-9,-2,3,17,1,0.8,-13,0.3
O=C(CN(Cc1ccco1)C(=O)CNS(=O)(=O)c1ccc(Cl)cc1)NCc1ccc(F)cc1,-3,7,-18,12,5,-9,1.2,-2,3.8
O=C(Nc1cccs1)NC1CCCC1,0,-5,-17,5,-1,3,0.1,-19,0.9
CC1CC(C)CN(CCCNC(=O)c2ccc(CNS(=O)(=O)c3ccc(F)cc3)cc2)C1 (centres undefined),-5,-22,-16,0,9,-8,0.3,4,2.3
O=S1(=O)CCN=C2SC3=C(CCCC3)N21,-1,-21,-13,4,12,-2,0.5,14,0.3
O=S(=O)(Nc1cccc(Br)c1)c1cccc2nsnc12,-2,-10,-12,-1,18,-10,1.2,2,0.8
C(=C\c1ccccn1)/c1ccccn1,-5,-13,-1,0,-20,0,0.0,-21,0.2
Cc1nnc(SCc2nc3sc4c(c3c(=O)[nH]2)CCCC4)n(N)c1=O,nt,nt,-13,6,nt,-4,nt,-14,1.4
C[C@H](CO)N1C[C@H](C)[C@@H](CN(C)C(=O)CN2CCOCC2)Oc2cc(Br)ccc2S1(=O)=O,-8,-9,nt,2,18,nt,0.8,0,nt
# Other records follow:
SMILES,CHRM1 agonist,CHO-K1 Ca antag,CHO parental Ca,TAAR1 ag,M1 PAM parental,OXTR potentiator,M1 ag parental,TAAR1 antagonist,V1R ag counter
CCOc1ccc(N(CC(=O)Nc2ccc3c(c2)OCCO3)S(=O)(=O)c2c(C)noc2C)cc1,-1,16,-21,2,-6,3,-0.3,45,0.6
COc1ccc(S(=O)(=O)N2CCCCC2)cc1NC(=O)CCNC(=O)c1ccc(Cl)cc1,3,-8,-16,2,-13,-8,-0.1,-6,-0.5
COc1cc(NC(=O)CCCNC(=O)c2ccc(Cl)cc2)cc(OC)c1OC,-1,-16,-11,1,-5,-9,1.5,-1,0.3
NS(=O)(=O)c1ccc(CNC(=O)c2ccc(C(=O)c3ccccc3)cc2)cc1,-5,-6,-2,8,12,2,0.4,-9,0.5
COc1cc(NC(=O)c2ccccc2)c(OC)cc1NC(=O)CN1C(=O)NC2(CCCCC2)C1=O,3,-6,-22,1,-5,4,0.1,2,0.2
C[C@H](CO)N1C[C@H](C)[C@@H](CN(C)S(=O)(=O)c2ccc(F)cc2)Oc2ccc(NC(=O)CCC(F)(F)F)cc2C1=O,-13,-17,-7,3,13,11,0.5,12,11
CN(CC(=O)Nc1cccc(F)c1)C(=O)c1ccc(-n2cncn2)c([N+](=O)[O-])c1,-1,-7,1,0,-9,-4,1.1,8,0.7
O=C(ON=C1CCN(S(=O)(=O)c2ccccc2)CC1)c1ccc(Cl)cc1,-3,-5,-11,5,8,-9,0.3,-26,1.4
CNC(=O)CN(C)S(=O)(=O)c1ccc(F)cc1,-2,-6,-8,9,2,-6,0.0,-8,1.6
COc1ccc(CNC(=O)CN(C)Cc2ccc(C(C)(C)C)cc2)cc1,-8,-8,-10,-3,-7,3,0.2,8,-0.7

# Records listed above shown as hits in OXTR potentiator:
SMILES | CHRM1 agonist | TAAR1 ag | OXTR potentiator | TAAR1 antagonist
CC(Sc1ccc(Cl)cc1)C(=O)NCc1ccc2c(c1)OCO2 (centres undefined) | -5 | 14 | 9.4* | 6

# Given bar-delimited: 2 of the compounds above.
SMILES | CHRM1 agonist | CHO-K1 Ca antag | CHO parental Ca | TAAR1 ag | M1 PAM parental | OXTR potentiator | M1 ag parental | TAAR1 antagonist | V1R ag counter
COc1ccc(S(=O)(=O)N2CCCCC2)cc1NC(=O)CCNC(=O)c1ccc(Cl)cc1 | 3 | -8 | -16 | 2 | -13 | -8 | -0.1 | -6 | -0.5
COc1cc(NC(=O)CCCNC(=O)c2ccc(Cl)cc2)cc(OC)c1OC | -1 | -16 | -11 | 1 | -5 | -9 | 1.5 | -1 | 0.3

# New compounds follow:
SMILES,CHRM1 agonist,CHO-K1 Ca antag,CHO parental Ca,TAAR1 ag,M1 PAM parental,OXTR potentiator,M1 ag parental,TAAR1 antagonist,V1R ag counter
CS(=O)(=O)Nc1ccc(Cc2ccc(NS(C)(=O)=O)cc2)cc1,-4,-6,-3,4,9,-4,1.8,28,2.2
Cc1nc2ccccc2c2c(N)cccc12,-2,-15,nt,2,21,nt,1.3,-7,nt
CSc1ccccc1NC(=O)COC(=O)c1ccccc1O,0,-8,-17,-1,21,-16,3.0,-5,-1.2
CCCn1c(SC(C)C(=O)O)nc2ccccc21 (centres undefined),-5,5,-3,nt,5,3,0.4,nt,0.6
Cc1ccc(NC(=O)NC2CCN(S(=O)(=O)c3ccc(F)cc3)CC2)cc1,-6,-14,-13,3,5,-1,3.5,9,0.3
Cc1[nH]c2ccccc2c1C(=O)NS(=O)(=O)Nc1ccc(F)cc1,-6,-5,-9,3,6,-15,0.2,2,0.9
CN(C)C(=O)/C(C#N)=C\c1cc(Br)c(Sc2ccc(Cl)cc2)o1,-6,-8,-16,nt,25,-3,1.1,nt,0.2

# Source: PubChem BioAssay
